Assay outcomes from PubChem BioAssay.
PriA SSB inh – inhibitors of Klebsiella pneumoniae PriA binding to SSB C-terminal tail, primary screen, biochemical, AlphaScreen. PriA–SSB C-terminal tail interaction (Klebsiella pneumoniae). AlphaScreen SSBct-PriA binding, biotinylated peptide. inhibition, % at 33 µM. 430,000 compounds, 0.6% hits; in the data active = inhibition mostly above about 37%, no sharp cut-off; inactive = mostly below about 20%;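 also: plate controls were negative control peptide for no effect and reference peptide for full effect; strong numbers were not always called active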
Yp Topo-I inh – Yersinia pestis topoisomerase I inhibitors, primary screen, biochemical, cleavage product accumulation, plate reader, single point; DNA topoisomerase I (Yersinia pestis CO92); Y. pestis Topo-I cleavage product accumulation; activity, % at 10 µM; 360,000 compounds, 0.064% hits; AID 504884, 2011; in the data active = activity above about 50%, passing the limit was not always enough; inconclusive = no clear call, values can overlap the other calls; also: inactives centre near 2
VHR inh abs – VHR1 phosphatase inhibitors, primary screen, biochemical, absorbance, uHTS; recombinant VHR phosphatase, pNPP absorbance; 290,000 compounds, 0.52% hits; AID 1654, 2009; inhibition, % at 13.3 µM; in the data active = inhibition above about 50%; also: some compounds called inactive have numbers as strong as hits
Anthrax LF inh2 – Bacillus anthracis LF protease inhibitors, primary screen, biochemical, multiplex microsphere, MLPCN library | Lethal factor (Bacillus anthracis), P15917 | multiplex microsphere protease cleavage assay | inhibition, % at 10 µM | 360,000 compounds, 0.12% hits | AID 588501, 2011; in the data active = inhibition above about 30%; inconclusive = no clear call, values can overlap the other calls; also: plate controls were buffer without enzyme for full effect and enzyme alone for no effect
Target sequence (P15917 whole entry, looked up): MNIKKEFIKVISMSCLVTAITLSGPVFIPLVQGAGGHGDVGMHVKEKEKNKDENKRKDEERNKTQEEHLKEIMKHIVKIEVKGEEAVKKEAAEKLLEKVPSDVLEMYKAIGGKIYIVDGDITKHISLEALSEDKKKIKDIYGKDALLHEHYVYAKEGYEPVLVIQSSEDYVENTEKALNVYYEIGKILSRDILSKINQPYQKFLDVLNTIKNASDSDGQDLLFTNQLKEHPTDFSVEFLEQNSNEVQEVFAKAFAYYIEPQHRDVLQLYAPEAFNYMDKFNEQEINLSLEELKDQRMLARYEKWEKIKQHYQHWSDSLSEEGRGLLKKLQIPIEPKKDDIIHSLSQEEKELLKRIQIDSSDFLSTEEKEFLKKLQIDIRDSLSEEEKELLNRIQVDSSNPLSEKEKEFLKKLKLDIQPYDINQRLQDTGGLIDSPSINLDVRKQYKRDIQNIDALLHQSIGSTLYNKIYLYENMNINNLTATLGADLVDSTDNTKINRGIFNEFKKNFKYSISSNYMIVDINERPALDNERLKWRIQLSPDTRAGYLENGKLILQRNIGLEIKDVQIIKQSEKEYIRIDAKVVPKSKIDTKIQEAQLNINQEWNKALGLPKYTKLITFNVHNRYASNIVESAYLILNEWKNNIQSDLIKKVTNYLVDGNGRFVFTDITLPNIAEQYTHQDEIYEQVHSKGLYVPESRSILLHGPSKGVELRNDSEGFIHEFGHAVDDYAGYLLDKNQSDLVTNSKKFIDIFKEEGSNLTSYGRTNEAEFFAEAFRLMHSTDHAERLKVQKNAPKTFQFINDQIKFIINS
MazF activator – activators of E. coli MazEF toxin-antitoxin RNase, primary screen, biochemical, fluorescence, uHTS; activation, % at 20 µM; 350,000 compounds, 0.32% hits; Endoribonuclease toxin MazF (Escherichia coli (strain K12)), P0AE70; FAM/BHQ RNA-DNA oligo cleavage fluorescence, 5 h; in the data active = activation above about 50%
Target sequence (P0AE70 whole entry, looked up): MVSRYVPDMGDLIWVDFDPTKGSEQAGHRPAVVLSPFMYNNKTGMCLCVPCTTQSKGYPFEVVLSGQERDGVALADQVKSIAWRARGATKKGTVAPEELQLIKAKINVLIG
TcdB GH inh – TcdB glycohydrolase inhibitors, primary screen, biochemical, single point, plate reader. AID 652162, 2013. inhibition, % at 9.99 µM. 350,000 compounds, 0.24% hits. TcdB glycohydrolase enzymatic assay; in the data active = inhibition above about 10%
BH1578 lux ind – inducers of Vibrio cholerae quorum light production without autoinducers, primary screen, BH1578 luxS cqsA deficient, single point. activation, % at 18.7 µM. V. cholerae BH1578 lux reporter, luminescence, 6 h. AID 588436, 2011. 350,000 compounds, 0.16% hits; in the data active = activation mostly above about 9.7%, no sharp cut-off; inconclusive = no clear call, values can overlap the other calls; inactive = mostly below about 3.7%; also: not every result past the cut was called active; inactives centre near 0; reference of the scale not given here
PfHsp40 yeast – rescue of yeast from PfHsp40 toxicity, primary screen, S. cerevisiae, ATP luminescence | growth rescue, % at 12.5 µM | 340,000 compounds, 0.68% hits | S. cerevisiae expressing PfHsp40, growth rescue; in the data active = growth rescue above about 28%, passing the limit was not always enough; inconclusive = no clear call, values can overlap the other calls;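 also: yeast W303a lacking pdr1 and pdr3 grown in galactose medium; growth measured after three days at 30 °C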
Rv3671c inh – Rv3671c serine protease inhibitors, primary screen, biochemical, fluorescence polarization, M. tuberculosis H37Rv | P9WHR9 | inhibition, % at 5.96 µM | 320,000 compounds, 0.048% hits; in the data active = inhibition above about 38%;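 also: extracellular domain of Rv3671c used as enzyme; 0% = enzyme with DMSO and 100% = no enzyme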
SARS 3CLpro inh – SARS-CoV 3CLpro protease inhibitors, primary screen, biochemical, quenched FRET; recombinant SARS-CoV 3CLpro, quenched FRET peptide cleavage; inhibition, % at 6 µM; 290,000 compounds, 0.14% hits; AID 1706, 2009; in the data active = inhibition above about 12%
* = called active by the depositor; i = inactive; ? = inconclusive; nt = no result given; & = joins results of further samples. An excerpt. The share of hits here may be higher or lower than overall.

SMILES	PriA SSB inh	Yp Topo-I inh	VHR inh abs	Anthrax LF inh2	MazF activator	TcdB GH inh	BH1578 lux ind	PfHsp40 yeast	Rv3671c inh	SARS 3CLpro inh
CC1(C)CC(=O)C=C(c2ccc(COC(=O)C3CC3)cc2)C1=O	nt	14	nt	0	7	0.4	i	nt	nt	nt
CC(C)N(C(=O)COC(=O)[C@H](C)NC(=O)c1ccco1)c1ccccc1	-10	0	22	-2	3	0.6	-0.3	1.2	-1	0
Cc1nc(N2CCN(c3ccccn3)CC2)c2c(C)c(C(=O)Nc3ccc(F)cc3)sc2n1	-5	4	34	3	-7	1.2	i	9.5	-8	-4
Cc1cccc(-n2c(N)cc(=O)nc2SCC(=O)Nc2cc(C)on2)c1	-11	-6	21	1	0	nt	i	0.3	14	-2
O=C(O)C1CCN(C(=O)CSc2nnc3ccccn23)CC1	-7	1	nt	-1	5	1.5	i	0.9	-3	nt
CCOC(=O)C(Sc1cc(-c2ccccc2)nc2ncnn12)C(C)=O (stereo not drawn)	2	-4	0	-5	-39	1.3	i	-0.6	7	-1
CC(=O)C1C(=O)CC(c2ccc(Cl)cc2)CC1=O (stereo not drawn)	-1	-4	24	9	-3	-1.1	0.6	11	1	-1
Cc1noc(-c2ccc(C(F)(F)F)cc2)c1NC(=O)Nc1ccc(Cl)cc1	-9	-7	4	-5	4	0.7	i	nt	-7	1
CC1CCN(Cc2cc(=O)oc3ccc(C(C)C)cc23)CC1	-39	38	15	9	-7	0.7	1.1	-1.2	1	2
CCC(CC)c1nnc(NC(=O)c2ccc([N+](=O)[O-])cc2)s1	12	1	-1	0	5	nt	-0.1	0.3	-1	3
CCN(C(=O)CO/N=C/c1ccc(OC)cc1OC)c1c(N)n(Cc2ccccc2)c(=O)[nH]c1=O	nt	13	nt	nt	4	1.6	i	0.1	-7	nt
CCOc1ccc(CNc2ccc(N3CCCC3)cc2)cc1	87	-5	10	-36	8	-15	-1.0	0.6	-5	0
CCC(C)(C)n1nnnc1C(c1cc2ccc(OC)cc2[nH]c1=O)N1CCN(C2CCCCC2)CC1 (stereo not drawn)	3	13	1	3	-6	nt	i	0.4	6	3
CC(=O)NC(CCS(C)(=O)=O)C(=O)Nc1cc(C)ccc1C (stereo not drawn)	-7	2	16	6	4	4.8	-0.2	-0.3	5	-4
Cc1ccc(NC(=O)COC(=O)c2cc(=O)c3cc(F)ccc3o2)cc1	2	-2	nt	3	2	0.6	1.9	-1.8	nt	nt
CCCc1cc(O)c2c(C)cc(=O)oc2c1	-3	-1	26	-1	4	0.3	-0.2	-0.2	-5	2
N#Cc1ccccc1NC(=O)c1ccccc1OCC(=O)Nc1ccc2c(c1)oc1ccccc12	-8	-5	nt	-1	-12	2.0	-0.4	0.2	-6	-3
COCCn1c(SCC(=O)c2ccc(Cl)cc2)nnc1C(C)C	-10	4	21	2	8	nt	-7.1	0.2	-2	1
CCOc1cc(OCC)cc(C(=O)O)c1	-10	-1	30	-11	1	nt	-0.7	0.0	4	3
Cc1cc(NC(=O)COC(=O)c2ccccc2S(=O)(=O)N(C)c2ccccc2)no1	0	16	26	-4	-3	2.3	-0.5	0.2	4	-3
NC1=NC(=O)C(Cc2ccc(F)cc2)S1 (stereo not drawn)	-5	2	1	1	-6	0.9	i	-0.5	-8	-1
CN(C)CCNC(=O)C1(C)Cc2c(-c3cccc(C(F)(F)F)c3)ccnc2O1 (stereo not drawn)	nt	-1	nt	0	nt	0.8	-0.9	nt	nt	nt
CCN(CC)c1ccc(/C=c2\sc3nc4ccccc4n3c2=O)c(O)c1	nt	6	15	10	-153	1.9	i	-0.4	nt	-3
CCCCCOc1ccc2oc(=O)c3c(c2c1)CCCN3C(=O)CN1CCCC(C(=O)OCC)C1 (stereo not drawn)	3	6	29	-2	0	nt	0.4	3.4	-3	-2
O=C1CCCC/C=C\C[C@H](CC(=O)N(CCO)Cc2ccccc2)C(=O)N[C@@H](c2ccccc2)CO1	-10	10	nt	8	1	1.1	i	2.2	3	nt
CCOC(=O)Nc1cc(C(=O)OC)cc(C(=O)OC)c1	-25	-2	18	-4	-4	nt	i	0.6	2	0
COc1cc(C)c(C(C)C)cc1S(=O)(=O)n1ccnc1	-6	-5	9	-1	-2	2.2	-1.6	-0.4	-12	3
Cc1cc(C(=O)Nc2cccc(S(=O)(=O)N3CCCC3)c2)c2ccccc2n1	-4	18	nt	-2	5	-0.9	-0.3	0.1	2	nt
O=C(c1cccnc1)N1CCN(c2c(Cl)cccc2[N+](=O)[O-])CC1	-2	5	10	-3	1	nt	-2.8	-1.3	-2	0
CCc1ccc(N(CC(=O)NC2CCCC2)S(=O)(=O)c2c(C)noc2C)cc1	-14	0	-2	-1	8	-0.3	0.5	-0.6	-1	-6
CC1CCN(c2ccc(NC(=O)c3ccccc3[N+](=O)[O-])cc2)CC1	-11	3	26	-18	47	0.1	0.5	-3.0	3	-4
CCCN1CCC(NC(=O)Nc2cc(Cl)ccc2OC)CC1	-15	-14	20	-2	11	1.4	i	1.9	6	0
CC(=O)Nc1ccc(S(=O)(=O)NCCC(=O)OCc2nc(N)nc(Nc3ccccc3C)n2)cc1	5	-2	nt	2	0	1.5	3.7	-1.4	-2	nt
CCn1cc(Cl)c(C(=O)Nc2cccc(CN3CCOCC3)c2)n1	-12	-5	2	-2	-8	-1.0	-0.4	0.3	nt	-2
CC(Sc1nnc(COc2ccc(Cl)cc2)n1-c1ccccc1)C(=O)O (stereo not drawn)	-5	-9	16	0	1	-0.5	-0.3	0.9	-3	-1
COc1cccc(NC(=O)c2c(C)cc(C)cc2CC(C)(C)C(=O)O)c1	-9	5	36	4	6	-0.5	1.0	0.5	-15	-4
Oc1ccccc1N=Cc1ccc[nH]1	0	-7	8	0	4	nt	-1.2	55*	1	4
CCOC(=O)c1ccc(NC(=O)CCNS(=O)(=O)c2ccc3c(c2)oc(=O)n3C)cc1	0	5	3	-2	6	nt	-0.2	0.1	8	5
CN(Cc1ccc(OC(F)F)cc1)C(=O)c1ccccc1Sc1ccccc1C#N	-4	-8	18	0	0	0.5	i	0.9	0	6
O=C(Nc1c2c(nc3ccccc13)CCCC2)c1ccccc1Cl	2	0	32	0	25	0.8	1.6	-0.9	7	-2
COc1ccccc1-c1nc2n(n1)C(c1cccs1)C(C(=O)Nc1cccnc1)=C(C)N2 (stereo not drawn)	-7	1	-9	?	-4	nt	-0.5	3.2	-3	-5
O=C(COC(=O)c1ccc(-c2ccccc2)cc1)Nc1ccccc1-c1ccccc1	-11	24	-3	0	-3	nt	i	-1.3	-5	-4
CC(=O)Cc1nsc(Nc2cccc(C)c2)n1	-5	-3	-3	-5	4	0.7	-0.3	-1.5	6	-1
COc1cc(NC(=O)CSCc2ccccc2)c(C(=O)O)cc1OC	-20	7	2	12	-3	4.5	i	0.1	2	1
CCC[N+](CC#CCO)(CC#Cc1ccccc1)CCC	-1	-4	25	-10	7	0.6	-0.8	3.7	2	-4
O=C(CN1C(=O)C2CCCCC2C1=O)Nc1nc(-c2ccc(F)cc2)cs1 (stereo not drawn)	-1	-11	nt	-2	3	-0.4	i	-0.4	-2	nt
CS(=O)(=O)c1ccc2nc(NC(=O)c3ccc(S(=O)(=O)NCC4CCCO4)cc3)sc2c1 (stereo not drawn)	-1	-9	2	-2	5	1.0	-0.5	0.1	-4	-5
C=CCn1c(SCC(=O)NC(=O)NCC(C)C)nnc1C1CCCCC1	1	5	-13	-4	-5	nt	2.6	0.4	2	0
COc1cccc(CNc2nc(NC(C)C)nc3ccsc23)c1	nt	-2	nt	-7	nt	1.3	-0.1	nt	nt	nt
O=C(O)c1cccc(N2C(=O)c3ccc4c5c(ccc(c35)C2=O)C(=O)N(c2cccc(C(=O)O)c2)C4=O)c1	-5	-5	19	-3	2	-1.4	-0.6	-0.6	-9	0
CN(C)C(=O)Oc1ccc(OCc2nc3ccccc3[nH]2)cc1	1	2	-2	0	1	1.1	0.1	-2.5	1	-2
O=C(/C=C\Nc1ccccn1)c1ccc(Cl)cc1	-15	-7	3	-3	-3	nt	i	-1.3	-7	4
CCc1nc(SCC(=O)NCCc2ccccc2)c2c(=O)n(C)c(=O)n(C)c2n1	1	-1	14	-1	1	0.3	-0.6	-0.6	-1	-5
CCCCNC(=O)c1ccc(NC(=O)C2CCCO2)cc1 (stereo not drawn)	-4	2	16	6	6	nt	i	-0.3	0	4
O=c1cc(CO)oc(C(Nc2cccc(C(F)(F)F)c2)c2ccccn2)c1O (stereo not drawn)	-16	-3	17	-9	-9	0.5	-0.3	-0.8	2	-2
CCN(CC)Cc1cc(Nc2c3ccccc3nc3c4ccccc4n(C)c23)cc(CN(CC)CC)c1O	51*	-41	nt	-21	21	-16	nt	1.7	nt	nt
COC(=O)c1ccc(/C=N/N2CCN(Cc3ccc(C)cc3C)CC2)cc1	nt	3	4	-8	-7	nt	-0.1	0.1	4	4
O=C(CCC(=O)N1CCN(Cc2ccccc2)CC1)Nc1nnc(C2CCCCC2)s1	-5	37	25	-1	5	-0.6	-3.4	-0.9	-9	4
C=CCN1N=C(c2ccc(Cl)s2)CSC1=O	-6	20	13	5	0	nt	-0.3	0.6	-2	0
CC1=C(C(=O)c2ccccc2)C(c2ccc(O)cc2)NC(=S)N1 (stereo not drawn)	-7	1	-6	-6	4	1.4	0.7	0.3	-6	-1

Continued.
SMILES	PriA SSB inh	Yp Topo-I inh	VHR inh abs	Anthrax LF inh2	MazF activator	TcdB GH inh	BH1578 lux ind	PfHsp40 yeast	Rv3671c inh	SARS 3CLpro inh
COc1ccc(CC(=O)Nc2cccc(S(=O)(=O)N3CCCCCC3)c2)cc1OC	9	14	15	-3	-12	nt	-0.3	5.0	0	0
CCNC(=O)C1(C)CCCN1Cc1ccccc1Cl (stereo not drawn)	nt	5	nt	-7	nt	1.0	-0.3	nt	nt	nt
CCOC(=O)[C@H]1[C@H]2COc3cc(OC)ccc3[C@@H]2N2C(=O)CN(Cc3ccccc3)C(=O)[C@@]12C	0	30	nt	5	3	1.7	i	0.7	0	nt
CCN(CC(=O)Nc1cc(Cl)ccc1C)C(=O)c1ccc(N2CCCC2=O)cc1	-3	2	nt	-15	-7	nt	i	1.5	-9	nt
O=C(CSc1nnc(Cn2c(=O)sc3ccccc32)n1CCc1ccccc1)N1CCOCC1	-6	4	29	0	5	nt	-0.4	-1.4	5	-9
C[C@@H]1CCCCO[C@H](CN(C)S(=O)(=O)c2cccs2)[C@@H](C)CN([C@H](C)CO)C(=O)c2cc(NC(=O)Nc3ccc4c(c3)OCO4)ccc2O1	nt	12	nt	-4	2	0.7&1.1	-2.1	nt	nt	nt
CN(CCS(=O)(=O)c1ccc(Cl)cc1)Cc1cccnc1	-7	3	4	-16	5	-0.4	0.6	0.2	-2	-4
CCN(CC)S(=O)(=O)c1ccc(C(=O)OCCN2C(=O)CCC2=O)cc1	2	-1	-8	-1	10	0.6	i	0.6	2	-4
